From PubChem BioAssay
TNF death inh: blocks TNF-alpha induced death of Jurkat FADD-/- cells; Jurkat FADD-/- TNF necroptosis rescue, ATP luminescence, 24 h; 0 = TNF only, 100 = no-TNF cells; activation (protection from cell death), % at 10 µM; 220,000 compounds, 0.068% hits; AID 463075;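 active = activation, meaning protection from cell death, of at least 50% relative to plate controls; inactive = activation below 50%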;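 note: necroptosis triggered by 40 ng/mL TNF-alpha added together with compound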
FXIIa inh: factor XIIa (human) inhibition; P00748; purified FXIIa, Boc-QGR-AMC fluorogenic substrate, 2 h; inhibition, % at 5 µM; 220,000 compounds, 0.3% hits; AID 800; in the data active = inhibition above about 40%;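 note: 0% = enzyme with no compound and 100% = blank without enzyme; many of its hits are not listed in these tables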
Target sequence (P00748 20-372 limits assumed): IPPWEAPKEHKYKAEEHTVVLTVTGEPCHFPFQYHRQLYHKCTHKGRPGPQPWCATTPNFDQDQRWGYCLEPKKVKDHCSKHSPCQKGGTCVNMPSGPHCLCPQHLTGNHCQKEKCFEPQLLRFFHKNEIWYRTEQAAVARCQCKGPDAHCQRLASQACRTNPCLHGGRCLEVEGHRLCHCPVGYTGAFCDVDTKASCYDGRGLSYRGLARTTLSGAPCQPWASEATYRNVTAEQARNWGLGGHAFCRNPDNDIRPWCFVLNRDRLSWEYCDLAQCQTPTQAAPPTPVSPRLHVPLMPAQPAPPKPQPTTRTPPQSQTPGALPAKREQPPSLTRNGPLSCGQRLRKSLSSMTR
Target sequence (P00748 373-615 limits assumed): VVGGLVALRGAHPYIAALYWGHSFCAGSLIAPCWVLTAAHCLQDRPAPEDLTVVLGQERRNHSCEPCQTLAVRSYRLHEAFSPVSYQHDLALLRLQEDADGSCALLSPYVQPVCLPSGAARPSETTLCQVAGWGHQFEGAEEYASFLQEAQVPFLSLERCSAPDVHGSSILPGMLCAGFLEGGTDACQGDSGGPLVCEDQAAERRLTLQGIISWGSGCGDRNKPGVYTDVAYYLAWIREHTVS
CHOP inhibitor: inhibitors of CHOP induction in ER stress response; CHO-K1 CHOP-promoter luciferase, tunicamycin-induced, 15-18 h; inhibition, % at 10 µM; 220,000 compounds, 3.8% hits;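 active = compounds that reduced the stress-induced luciferase reporter signal by more than about 70% of percent inhibition, limit read from the data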;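 note: 0% = tunicamycin plus vehicle and 100% = wells without tunicamycin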
Wee1 stabilizer: human Wee1 degradation inhibition, primary screen; P30291; HeLa Luc-Wee1K328M stability, luciferase luminescence; 100% = proteasome inhibitor MG132 effect; reporter increase, % at 5 µM; 220,000 compounds, 1.2% hits; AID 1321;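 active = activation above the mean of all tested compounds plus 3 SD, set per screening run, cut at about 8.8% in these data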;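 note: cells exposed to compound for 20 h before luminescence read; 0% = DMSO alone and 100% = MG132 at 30 µM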
zVAD death inh: L929 zVAD cell death inhibition. L929 zVAD necroptosis rescue, ATP luminescence, 24 h; with zVAD 60 µM. viability rescue, % at 10 µM. 220,000 compounds, 0.38% hits;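 active = activation, scaled between plate controls, above about 75%, limit read from the data; inactive = activation under that limit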;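 note: 0% = zVAD with DMSO and 100% = DMSO alone without zVAD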
FXIa inh 1536: factor XIa (human) inhibition. P03951. purified FXIa, Boc-Glu-Ala-Arg-AMC fluorogenic substrate. inhibition, % at 5 µM. 220,000 compounds, 0.14% hits. AID 798;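 active = inhibition of at least 40%; inactive = inhibition below 40%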;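 note: fluorescence of freed AMC excited at 355 nm; 0% = enzyme without compound and 100% = no enzyme blank; many of its hits are not listed in these tables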
EP2 antag: inhibitors of human EP2 prostaglandin E2 receptor; P43116; C6 glioma cells expressing human EP2, cAMP TR-FRET; cells stimulated with saturating PGE2; inhibition, % at 25 µM; 260,000 compounds, 0.52% hits; AID 1422;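 active = percent inhibition above 40 after rounding to a whole number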;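 note: rat C6 glioma host cells with rolipram phosphodiesterase inhibitor present; the protocol text gives 20 µM as final concentration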
Target sequence (P43116 whole entry, looked up): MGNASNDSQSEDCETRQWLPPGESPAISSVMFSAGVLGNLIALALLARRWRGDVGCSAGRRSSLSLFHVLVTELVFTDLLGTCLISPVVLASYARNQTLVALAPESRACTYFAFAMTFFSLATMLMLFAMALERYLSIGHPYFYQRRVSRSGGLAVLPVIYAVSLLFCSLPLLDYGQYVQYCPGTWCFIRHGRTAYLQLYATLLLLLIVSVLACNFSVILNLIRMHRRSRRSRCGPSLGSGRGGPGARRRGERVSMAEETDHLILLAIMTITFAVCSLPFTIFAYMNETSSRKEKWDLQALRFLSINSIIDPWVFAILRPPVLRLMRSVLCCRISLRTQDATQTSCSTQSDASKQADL
Tb hexokinase: blocks Trypanosoma brucei hexokinase 1 activity; 220,000 compounds, 0.11% hits; inhibition, % at 10 µM; AID 1430; recombinant TbHK1, G6PDH-coupled NADH A340;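 active = inhibition of 50% or more in the single-dose primary screen; inactive = inhibition below 50%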
PPC-1+TRAIL kill: kills PPC-1 cancer cells in the presence of TRAIL | PPC-1 cells + TRAIL, ATPLite viability luminescence | cell killing (% activity), % at 4 µM | 220,000 compounds, 0.41% hits | AID 1443;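 active = cell killing above 50% in the first pass at 4 µM, then a duplicate retest at 5 µM averaging 50% or more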;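 note: plate controls were cells with TRAIL plus DMSO for no effect and medium-only wells lacking cells for full effect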
* = called active by the depositor; · = not tested or not shown; ! = a repeat was not active. Not all compounds are listed (hit frequency here may not be typical).

#1 O=[N+]([O-])c1ccc(-c2cnc(SC(c3ccccc3)c3ccccc3)[nH]2)cc1
#2 CCN1CCN(c2ccc(NC(=O)c3ccc([N+](=O)[O-])o3)cc2Cl)CC1
#3 CC(=O)c1nnn(-c2ccc([N+](=O)[O-])cc2C)c1C
#4 CCC(Sc1nc(-c2ccccc2)c(C#N)c(=O)[nH]1)C(=O)Nc1cc(C)on1 (stereo not given)
#5 Oc1c(Br)cc(Br)cc1C=NCc1ccc(F)cc1
#6 COc1ccc(CN2CC(C(=O)NCCC(C)C)CC2=O)cc1 (stereo not given)
#7 NC1=NC(c2cn(-c3ccccc3)nc2-c2cccs2)n2c(nc3ccccc32)N1 (stereo not given)
#8 COCCNC(=O)CCCCCn1c(=S)[nH]c2ccccc2c1=O
#9 OC1CCN(C(c2ccc3ncccc3c2)c2nnnn2C2CCCCC2)CC1 (stereo not given)
#10 Cc1ccc(NC(=O)C(=S)NCc2ccco2)cc1

entry no.	1	2	3	4	5	6	7	8	9	10
TNF death inh	0.6	-11	1.2	1.6	-0.3	-0.2	-4.7	-0.1	0.8	-1.1
FXIIa inh	1	4	6	7	8	11	9	15	14	-2
CHOP inhibitor	73*	-83	6	39	54	9	0	32	1	-21
Wee1 stabilizer	-3	3	4	1	-3	1	0	3	2	5
zVAD death inh	-0.5	51	3.0	-1.0	8.2	1.3	0.8	0.1	0.1	-0.1
FXIa inh 1536	-7	2	-4	3	6	-3	-11	4	5	-4
EP2 antag	17	116*!	4	50*	13	6	·	5	0	7
Tb hexokinase	-3	-12	-3	-2	7	-4	-3	0	44	-3
PPC-1+TRAIL kill	13	44	4	-4	16	0	-6	6	4	-10

Grouped by structure: those above with a carbonyl joined to an NH by a bond outside any ring.
#2 CCN1CCN(c2ccc(NC(=O)c3ccc([N+](=O)[O-])o3)cc2Cl)CC1
#4 CCC(Sc1nc(-c2ccccc2)c(C#N)c(=O)[nH]1)C(=O)Nc1cc(C)on1 (stereo not given)
#6 COc1ccc(CN2CC(C(=O)NCCC(C)C)CC2=O)cc1 (stereo not given)
#8 COCCNC(=O)CCCCCn1c(=S)[nH]c2ccccc2c1=O
#10 Cc1ccc(NC(=O)C(=S)NCc2ccco2)cc1

entry no.	2	4	6	8	10
TNF death inh	-11	1.6	-0.2	-0.1	-1.1
FXIIa inh	4	7	11	15	-2
CHOP inhibitor	-83	39	9	32	-21
Wee1 stabilizer	3	1	1	3	5
zVAD death inh	51	-1.0	1.3	0.1	-0.1
FXIa inh 1536	2	3	-3	4	-4
EP2 antag	116*!	50*	6	5	7
Tb hexokinase	-12	-2	-4	0	-3
PPC-1+TRAIL kill	44	-4	0	6	-10

Further compounds.
#11 CCc1ccccc1NC(=S)N(CCOC)C(C)c1ccco1 (stereo not given)
#12 Cn1c(=O)cc(SCC(=O)N2CCN(C(=O)c3ccco3)CC2)c2ccccc21
#13 Cc1cccc(-n2ncc3c(NCc4ccccn4)ncnc32)c1
#14 COC(=O)C(NC(=O)c1ccc(C)cc1)(Nc1cccc(C)n1)C(F)(F)F (stereo not given)
#15 COc1ccccc1CNS(=O)(=O)c1cccc(S(=O)(=O)N2CCOCC2)c1
#16 CCCN1CCC(=O)N([C@H](CSc2ccc(Br)cc2)c2ccccc2)CC1
#17 COc1ccc(/C(N)=N/OC(=O)c2cccc([N+](=O)[O-])c2C)cc1
#18 COc1ccc(N(CC(=O)NN=C2CCCCCCC2)S(=O)(=O)c2ccccc2)cc1
#19 O=C(CC(=O)NCc1cccnc1)NCc1cccnc1
#20 CCC(C)c1ccc(NC(=O)c2cccs2)cc1 (stereo not given)

entry no.	11	12	13	14	15	16	17	18	19	20
TNF death inh	-3.3	-3.0	0.5	-2.6	0.0	1.8	-4.0	-1.8	-3.4	1.0
FXIIa inh	10	4	12	16	1	5	12	8	-2	33
CHOP inhibitor	18	39	-34	8	4	-8	43	48	7	-21
Wee1 stabilizer	0	2	0	-1	-1	·	0	-2	-1	0
zVAD death inh	-0.4	-0.3	-0.6	-0.1	0.8	-1.1	1.3	0.1	-0.1	0.7
FXIa inh 1536	-1	2	1	6	0	-5	3	-2	7	21
EP2 antag	7	5	13	0	14	6	0	7	9	4
Tb hexokinase	6	-11	-7	6	1	-5	-2	-2	3	-8
PPC-1+TRAIL kill	22	13	16	0	3	16	13	-14	22	25

#21 CCOc1ccc(/C(C)=N/N2C(=O)C(CC(=O)Nc3ccc(OC)cc3[N+](=O)[O-])SC2=Nc2cccc(C)c2C)cc1 (stereo not given)
#22 COc1cccc(OCC(O)CN2CCC(CN3C(=O)c4cccc5cccc(c45)C3=O)CC2)c1 (stereo not given)
#23 FC(F)(F)c1ccnc(Sc2n[nH]c(C(F)(F)F)n2)c1
#24 CN(C)S(=O)(=O)c1ccc(NC(=S)NC(=O)c2cccs2)cc1
#25 CCOCCCNS(=O)(=O)c1ccc(NC(=O)c2ccccc2)cc1
#26 O=C(NCC1CCCO1)c1onc(CSc2cccc3ccccc23)c1C(=O)O (stereo not given)
#27 CC(C)(C)NC(=O)C(c1ccccn1)N(C(=O)c1ccc2c(c1)OCCO2)C1CCCC1 (stereo not given)
#28 COc1ccc(-c2cc(-c3ccc(C)cc3)nc(SCc3nnc(-c4ccccc4)o3)c2C#N)cc1OC
#29 COc1cc2c(C(=O)NCCCOC(C)C)cn(CC(C)C)c(=O)c2cc1OC
#30 Cn1nc(Cc2n[nH]c(=S)n2C)c2ccccc2c1=O

entry no.	21	22	23	24	25	26	27	28	29	30
TNF death inh	1.7	-6.2	0.1	-0.7	-1.2	-1.0	-3.4	3.7	-0.3	6.0
FXIIa inh	11	10	7	12	-3	4	10	5	18	4
CHOP inhibitor	55	45	-2	16	29	-10	41	-2	-1	-10
Wee1 stabilizer	-2	-1	0	-3	0	-3	1	-3	3	1
zVAD death inh	·	3.3	0.4	-0.6	0.1	0.0	0.0	0.7	-0.5	1.5
FXIa inh 1536	3	-1	0	3	-1	0	-5	6	4	-2
EP2 antag	12	12	7	4	11	12	9	11	18	4
Tb hexokinase	-15	-9	-2	5	-4	-10	-3	3	-14	-12
PPC-1+TRAIL kill	36	27	12	17	6	5	-17	42	5	-14

#31 CCOc1ccc(NC(=O)Nc2ccccc2SC)cc1
#32 COc1ccccc1-c1ccc(/C=C2\C=CC(=O)O2)o1
#33 Cc1cc2c(ncn2C(C)C)c(N)c1C
#34 CCn1c(-c2ccc(N)cc2)nc2ccccc21
#35 Nc1nnnn1/N=C/c1cccc(O)c1
#36 c1ccc(OCc2nnc3sc(C4COc5ccccc5O4)nn23)cc1 (stereo not given)
#37 CNC(=O)CC(C(=O)O)c1ccc(OCC(C)C)cc1 (stereo not given)
#38 CCCn1c(N)c(C(=O)CSc2nnc(-c3cccnc3)n2-c2ccc(C)cc2C)c(=O)[nH]c1=O
#39 CC(=O)NS(=O)(=O)c1ccc(NC(=S)NC(=O)COc2ccccc2C)cc1
#40 O=C(NCc1ccco1)c1ccc(Oc2ccccc2)cc1

entry no.	31	32	33	34	35	36	37	38	39	40
TNF death inh	-1.1	-4.8	-5.9	-1.8	-4.0	0.8	-1.2	0.4	1.9	-0.5
FXIIa inh	7	10	4	12	6	13	14	1	14	9
CHOP inhibitor	5	-7	28	34	-5	11	0	16	27	-9
Wee1 stabilizer	4	-2	-2	5	3	-3	-2	2	-1	2
zVAD death inh	3.2	-1.0	0.0	1.2	-0.2	0.6	-0.2	1.2	2.0	-0.3
FXIa inh 1536	0	2	-5	4	1	1	-2	-8	6	-4
EP2 antag	8	6	5	16	·	6	·	5	6	6
Tb hexokinase	1	-1	1	-11	-9	-7	3	-7	-12	1
PPC-1+TRAIL kill	24	16	6	-18	7	-8	9	-8	19	10

#41 CC(=O)/C=C/c1ccc(C)o1
#42 Cc1cccc2cc(C(c3nnnn3C(C)(C)C)N3CCN(C(=O)c4ccco4)CC3)c(=O)[nH]c12 (stereo not given)
#43 O=S(=O)(Nc1nc(SCc2ccc(Cl)cc2)n[nH]1)c1ccc(F)cc1
#44 COc1ccc(C2c3ccsc3CCN2C(=O)C(C)(C)C)cc1 (stereo not given)
#45 CCCn1c(SCC(=O)Nc2cccc(C(=O)OC)c2)nnc1-c1cccnc1
#46 Cc1cccc(CSCCNC(=S)Nc2ccccc2)c1
#47 Cc1c(N2C(=O)C(=O)/C(=C(/O)c3ccc(Cl)cc3)C2c2ccccc2)c(=O)n(-c2ccccc2)n1C (stereo not given)
#48 COc1ccc(NC(=O)CC2C(=O)N(c3cccc(OC)c3)C(=O)N2C(C)C)cc1 (stereo not given)
#49 O=C(Cc1ccccc1)N1CCC(c2nc3ccccc3[nH]2)CC1
#50 CN(C)c1ccc(/C=N/NC(=O)c2ccc(NC(=O)c3ccccc3)cc2)cc1

entry no.	41	42	43	44	45	46	47	48	49	50
TNF death inh	0.0	-1.0	1.8	-1.1	0.3	-0.5	1.8	1.2	-1.9	-1.1
FXIIa inh	10	9	3	2	-8	13	4	4	22	6
CHOP inhibitor	0	-28	23	4	16	-6	15	8	7	50
Wee1 stabilizer	-2	-2	-1	-2	2	-1	-2	6	0	2
zVAD death inh	2.8	-0.1	0.2	0.9	-0.1	0.2	0.4	2.0	0.3	0.8
FXIa inh 1536	1	1	2	-9	-11	8	4	5	13	3
EP2 antag	8	1	1	11	4	19	15	12	7	5
Tb hexokinase	1	-23	17	-5	5	11	-17	6	-7	-27
PPC-1+TRAIL kill	2	21	4	18	-7	2	11	20	2	-9

#51 CCCC(c1nnnn1CS(=O)(=O)c1ccc(C)cc1)N1CCN(CC)CC1 (stereo not given)
#52 CCN(CC1COc2ccccc2O1)C(=S)Nc1ccc(F)cc1 (stereo not given)
#53 CCOc1ccc(Oc2ccc(S(=O)(=O)N3CCOCC3)cc2N)cc1
#54 CCc1cc(=O)oc2cc(C)cc(OCC(=O)C(C)(C)C)c12

entry no.	51	52	53	54
TNF death inh	1.3	1.4	-2.6	1.2
FXIIa inh	4	15	4	4
CHOP inhibitor	-8	17	11	-4
Wee1 stabilizer	1	-2	0	-4
zVAD death inh	-1.9	0.8	0.1	-1.5
FXIa inh 1536	-5	3	-8	-2
EP2 antag	5	9	7	3
Tb hexokinase	10	30	12	-6
PPC-1+TRAIL kill	7	12	24	29
